# Assay outcomes (PubChem BioAssay)
# PKA-R2B act – activators of human PKA-R2B complex | P22694+P31323 | PKA-R2B holoenzyme dissociation, Cy5-IP20 fluorescence polarization; R2B truncated from residue 108, S112A mutant; 0% DMSO only, 100% 113 µM cGMP | activation, % at 11.4 µM | hit rate 0.079% among 340,000;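 active = activation above a cutoff set at the mean over all compounds plus 3 SD, cut at about 18% in these data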;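 also: higher means more holoenzyme dissociation and a rise in polarization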
# Target sequence (P31323 whole entry, looked up, other chains not shown, the tested form may be a part): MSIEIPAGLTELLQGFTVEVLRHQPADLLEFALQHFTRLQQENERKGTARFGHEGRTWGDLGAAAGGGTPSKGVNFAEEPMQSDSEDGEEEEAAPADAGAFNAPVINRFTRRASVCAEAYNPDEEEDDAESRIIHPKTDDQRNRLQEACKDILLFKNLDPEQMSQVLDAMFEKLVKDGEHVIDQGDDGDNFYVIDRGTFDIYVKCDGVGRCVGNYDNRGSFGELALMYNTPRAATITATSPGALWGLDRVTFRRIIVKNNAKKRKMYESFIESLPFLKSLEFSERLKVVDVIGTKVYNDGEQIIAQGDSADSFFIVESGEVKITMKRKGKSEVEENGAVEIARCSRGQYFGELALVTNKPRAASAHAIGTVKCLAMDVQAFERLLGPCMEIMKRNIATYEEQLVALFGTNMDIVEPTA
# PfHsp90 set2 – inhibits growth of yeast expressing Plasmodium falciparum Hsp90 | AID 504621 | hit rate 0.32% among 310,000 | S. cerevisiae expressing PfHsp90, BacTiter-Glo ATP, 48 h; yeast lacking PDR1 and PDR3 efflux regulators | inhibition, % at 9.4 µM;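 active = every replicate shows inhibition above about 80%, whatever the replicate mean, limit read from the data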;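 also: 0% = DMSO neutral controls and 100% = 20 µM radicicol positive controls; yeast relying on Plasmodium falciparum Hsp90 in place of its own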
# OPRM1-OPRD1 ag – agonists of human mu-delta opioid receptor heterodimerization; cells, OPRM1-OPRD1 heterodimerization, luminescence; hit rate 0.3% among 340,000; AID 504326; activation, % at 9.3 µM; in the data active = activation above about 18%;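 also: 0% = vehicle-treated cells and 100% = reference agonist; values of inactives mirror those of a sister screen read the other way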
# Tat transport – E. coli Tat transport inhibition | E. coli MC4100 TorA-mCherry Tat export, fluorescence | inhibition, % at 10 µM | hit rate 0.036% among 340,000;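 active = mean replicate inhibition at least 50% and at least half of replicates individually reaching 50%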;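 also: exported cargo escapes ClpAP degradation while cytoplasmic cargo is degraded and loses fluorescence; 0% = median of neutral control wells and 100% = median of NaSCN control wells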
# AddAB inh – less growth of phage-infected E. coli with AddAB; inhibition, % at 11.9 µM; E. coli expressing H. pylori AddAB, absorbance growth; hit rate 0.29% among 330,000; AID 435030; in the data active = inhibition above about 12%;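 also: 0% = vehicle wells of infected cells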
# SUMO Mot1 rescue – SUMOylation pathway inhibition by Mot1-301 growth rescue | hit rate 1% among 320,000 | growth rescue, % at 18.8 µM | S. cerevisiae Mot1-301 growth rescue, ATP luminescence, 38.5C; percent above DMSO median, 100 means doubled;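 active = every valid replicate shows activation above 250% relative to neutral control wells; inactive = the rest, any valid replicate at or below 250%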;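 also: OY570 slx delta 5 strain wells were the positive control but not used for scaling; some compounds called inactive have numbers as strong as hits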
# HTR5A inv ag – HTR5A inverse agonism, opioid heterodimer counter-screen | inhibition, % at 9.3 µM | hit rate 0.083% among 340,000 | HTR5A cell line, luminescence; in the data active = inhibition mostly above about 23%, no sharp cut-off; inactive = mostly below about 18%;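 also: 0% = cells with DMSO and 100% = no-cell wells with DMSO; some compounds called inactive have numbers as strong as hits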
# Target sequence (P47898 whole entry, looked up): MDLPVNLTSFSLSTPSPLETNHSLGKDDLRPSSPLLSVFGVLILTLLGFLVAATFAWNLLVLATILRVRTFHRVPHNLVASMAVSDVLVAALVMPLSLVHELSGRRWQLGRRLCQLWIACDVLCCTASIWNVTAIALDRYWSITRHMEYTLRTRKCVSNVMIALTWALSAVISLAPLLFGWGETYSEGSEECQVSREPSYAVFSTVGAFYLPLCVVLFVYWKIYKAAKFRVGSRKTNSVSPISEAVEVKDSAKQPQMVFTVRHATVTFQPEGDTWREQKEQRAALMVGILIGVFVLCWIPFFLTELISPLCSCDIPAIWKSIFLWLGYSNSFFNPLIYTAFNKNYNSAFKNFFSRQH
# E coli growth – reduces bacterial viability in AddAB counter-screen; E. coli V3065 growth, OD600 absorbance, 18 h; inhibition, % at 11.9 µM; hit rate 0.27% among 330,000; AID 449728;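 active = inhibition above the campaign's mean inhibition across all tested compounds plus 3 SD, cut at about 9.9% in these data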;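 also: uninfected addAB+ strain grown without phage in ampicillin broth; 0% = DMSO wells and 100% = ciprofloxacin 0.95 µg/ml wells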
# phage Ecoli inh – E. coli growth loss with phage present; inhibition, % at 11.9 µM; growth absorbance; hit rate 0.26% among 360,000; in the data active = inhibition above about 11%
# PKA-R1A act – activates the PKA-R1A holoenzyme complex | hit rate 0.083% among 340,000 | PKA-R1A dissociation, Cy5-IP20 fluorescence polarization; scaled: DMSO 0%, 113 µM cGMP 100% | activation, % at 11.4 µM;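 active = percent activation above the mean of all tested compounds plus 3 SD, cut at about 19% in these data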;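 also: higher means more PKAc released from R1A so a rise in polarization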
# MOR-DOR inv ag – mu-delta opioid heterodimer inverse agonism | cell-based MOR-DOR heterodimer luminescence | AID 504357 | hit rate 0.21% among 340,000 | inhibition, % at 9.3 µM; in the data active = inhibition above about 22%, passing the limit was not always enough;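 also: 0% = cells with DMSO and 100% = wells without cells with DMSO; values of inactives mirror those of a sister screen read the other way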
# An asterisk follows results filed as active; / = no result given.
SMILES	MOR-DOR inv ag	phage Ecoli inh	PfHsp90 set2	E coli growth	PKA-R1A act	HTR5A inv ag	PKA-R2B act	OPRM1-OPRD1 ag	Tat transport	AddAB inh	SUMO Mot1 rescue
Cc1ccc(C(=O)c2ccccc2C(=O)OCC(=O)NCC2CCCO2)cc1 (stereo unspecified)	11.1	1.7	1.5	1.0	-4.2	-0.3	4.6	-1.9	-6.2	3.8	-16.7
COc1ccc(CC(NC(C)=O)C(=O)NC2CCN(c3nc(C)cc(C)c3C#N)CC2)cc1OC (stereo unspecified)	10.0	3.0	-13.5	2.0	-4.6	-0.1	-4.3	-2.0	3.6	1.0	31.6
CCCc1ccc(C2C3=C(CC(C)(C)CC3=O)NC3=C2C(=O)c2ccccc23)cc1 (stereo unspecified)	-31.0	4.5	20.2	0.2	-4.4	3.0	-1.2	5.2	19.4	0.4	-3.4
COC(=O)c1ccc2c(=O)n(Cc3ccc4c(c3)OCO4)c(=S)[nH]c2c1	1.0	3.1	-8.2	-1.6	2.7	-21.6	4.2	-0.2	-0.6	1.2	-1.2
O=C1C=C(c2cccc(O)c2)CCC1	12.0	1.4	-6.0	-3.1	3.4	13.4	-15.2	-2.0	-2.2	4.3	6.7
Cc1nc(-c2cccc3ccccc23)ccc1C(=O)O	11.3	0.3	-2.1	-0.6	-15.7	-7.3	-16.1	-1.9	2.3	0.6	-4.3
CCN(CC)S(=O)(=O)c1ccc(N2CCCCC2)c(NC(=O)/C=C/c2cc(OC)c(OC)c(OC)c2)c1	15.1	-5.0	-12.7	2.7	7.8	-0.1	-12.4	-3.1	-1.2	1.8	54.0
COc1ccc2nc(NC(=O)c3sc4nc(C)cc(C)c4c3N)sc2c1	-6.5	2.1	10.5	-2.1	0.8	7.3	-2.3	1.2	-0.4	2.9	13.7
Nc1nonc1-n1nnc(C(=O)N/N=C/c2ccccc2F)c1CN1CCc2ccccc21	-9.1	-0.6	3.8	-2.8	-4.5	6.8	15.0	1.7	-4.0	1.4	0.1
Cc1ccc(S(=O)(=O)N2CCOCC2)cc1C(=O)Nc1cccc(S(=O)(=O)N2CCCC2)c1	4.5	5.1	15.3	2.0	-4.9	-26.1	3.3	-0.8	-3.0	0.1	8.5
COc1cccc(/C=N/n2c(SC)nnc2-c2ccccc2)c1OC	3.6	0.0	4.9	2.7	-0.8	-16.6	8.9	-0.7	-10.5	-1.0	-16.8
CCN1CCN(c2c(Cl)cccc2NC(=O)c2ccco2)CC1	14.0	-2.1	-9.6	2.0	-5.0	-2.1	-4.5	-3.3	-5.7	3.9	-15.3
CCOC(=O)c1nnn(-c2nonc2N)c1-c1ccc(Cl)cc1	1.3	3.1	-18.8	3.6	-14.9	15.1	-13.8	-0.2	-6.8	2.2	/
O=C(Nc1ccc(Cl)c(S(=O)(=O)Nc2ccccc2Cl)c1)c1cccs1	-4.1	1.3	-62.0	-0.3	-6.8	5.9	-7.1	0.7	4.3	0.7	-3.1
NC(=O)c1ccc(C(F)(F)F)n(Cc2cccc(Cl)c2)c1=O	-27.0	0.8	/	0.1	-6.5	-30.9	-8.2	5.0	1.2	2.6	-1.0
Cc1ccc(NC(=O)Cn2nc(C)c3ccccc3c2=O)c(C)c1	9.0	2.1	/	1.2	3.3	-2.0	0.1	-1.8	-9.4	1.9	8.5
CCn1c(=S)sc2c(=O)n(CC(=O)Nc3ccc(OC)c(Cl)c3)c(C)nc21	-4.4	1.3	4.0	1.5	-5.5	19.7	-7.6	0.8	-6.6	-0.7	1.5
Cc1cc(-c2nnc(SCC(=O)Nc3ccc(C(F)(F)F)cc3)n2C)no1	3.8	5.0	-4.2	-3.7	-9.0	-12.9	-0.3	-0.8	0.7	-2.6	-13.9
CCOc1ccc(C(=O)OC(C)CN2CCCCC2)cc1 (stereo unspecified)	6.8	1.0	-18.8	3.0	-6.7	3.9	4.8	-1.4	-0.1	1.6	-2.0
CCOC(=O)c1c2ccc(OCC(=O)N/N=C/c3ccc(C)cc3)cc2n2ccccc12	-5.8	1.9	2.2	-0.2	0.3	-1.3	-8.7	1.0	4.9	0.3	5.6
CCOC(=O)c1csc(NC(=O)c2ccc(S(=O)(=O)N(CC)CC)cc2)n1	-6.2	2.0	-23.4	0.2	0.3	-25.7	1.8	1.2	-0.6	-0.4	244.8
Cc1cc(NC(=O)CSc2nnc(COc3cccc(C)c3C)n2C)no1	4.2	0.9	5.6	1.5	-12.5	-3.2	3.2	-0.8	-6.9	3.0	12.3
COc1ccc(NC(=O)Cc2nnc(SCC(=O)Nc3cc(C)ccc3OC)n2C)cc1	0.9	3.0	-6.2	-1.5	-0.4	-4.7	4.3	-0.2	-16.9	2.2	-0.6
CCN(CC(=O)Nc1c(F)cccc1F)C(=O)c1ccc(Sc2nncn2C)c([N+](=O)[O-])c1	-7.0	-0.1	/	2.0	-5.4	-0.5	2.5	1.1	-1.2	2.4	-11.3
CC1(C)C/C(=C(/C#N)C(N)=O)CCO1	8.0	1.6	17.6	2.2	10.8	-22.5	4.3	-1.4	-8.5	2.8	1.2
Cc1[nH]n(C)c(=O)c1[N+](=O)[O-]	17.9	-1.5	-2.7	0.9	-3.1	21.7	0.7	-3.4	-8.1	-0.6	5.8
CCN(CC)S(=O)(=O)c1ccc(N2CCOCC2)c(NC(=O)c2ccc(N3CCCC3=O)cc2)c1	12.2	0.1	23.5	-0.2	1.4	11.5	-3.2	-2.2	4.7	0.0	38.6
O=C(NCCSc1c[nH]c2ccccc12)c1c(F)cccc1F	6.0	-0.5	15.7	0.5	-9.8	-28.9	-7.3	-1.0	2.3	-0.8	-6.5
O=c1c2[nH]c3ccc(F)cc3c2ncn1C1CCCCC1	-7.5	4.8	-2.6	-1.5	4.0	-21.6	-9.4	1.3	-3.0	1.8	111.5
COCCCNC(=O)c1cc(=O)n(Cc2ccc(Cl)cc2)c2ccccc12	5.2	-1.1	-25.0	-2.6	6.7	1.5	-1.2	-1.1	-1.8	-0.2	4.5

# Entries listed so far that contain a nitro group on carbon, in the order listed:
SMILES	MOR-DOR inv ag	phage Ecoli inh	PfHsp90 set2	E coli growth	PKA-R1A act	HTR5A inv ag	PKA-R2B act	OPRM1-OPRD1 ag	Tat transport	AddAB inh	SUMO Mot1 rescue
CCN(CC(=O)Nc1c(F)cccc1F)C(=O)c1ccc(Sc2nncn2C)c([N+](=O)[O-])c1	-7.0	-0.1	/	2.0	-5.4	-0.5	2.5	1.1	-1.2	2.4	-11.3
Cc1[nH]n(C)c(=O)c1[N+](=O)[O-]	17.9	-1.5	-2.7	0.9	-3.1	21.7	0.7	-3.4	-8.1	-0.6	5.8

# The list goes on:
SMILES	MOR-DOR inv ag	phage Ecoli inh	PfHsp90 set2	E coli growth	PKA-R1A act	HTR5A inv ag	PKA-R2B act	OPRM1-OPRD1 ag	Tat transport	AddAB inh	SUMO Mot1 rescue
Cc1ccc(-c2nn(-c3ccc(F)cc3)cc2C(=O)NCCCN2CCCC2=O)cc1	5.6	4.1	-3.7	/	-6.7	-3.7	-4.0	-0.9	14.0	/	/
CN(C)Cc1c(O)ccc2c(=O)c(-c3ccc(Cl)cc3)coc12	9.3	2.6	11.2	0.4	-3.3	-3.5	4.4	-2.0	-0.7	0.0	-1.3
O=C(Nc1ccc(Cl)cc1)NC1CCCC1Cc1ccco1 (stereo unspecified)	-13.8	/	-9.5	1.8	4.2	-30.6	5.0	2.5	-3.4	2.7	5.0
CN(C(=O)C1CCCO1)c1nnc(-c2cnccn2)s1 (stereo unspecified)	10.1	0.9	7.1	-1.1	-5.1	-2.1	-4.2	-1.9	-3.9	-0.5	519.2*
O=C(Cn1c(=O)oc2ccccc21)Nc1nnc(N2CCCCCC2)s1	2.7	1.6	-10.9	0.3	0.1	3.1	5.9	-0.5	0.5	1.8	-20.3
COC(=O)[C@H](Cc1ccccc1)NC(=O)C1CCN(C(=O)[C@H](C)NS(=O)(=O)c2ccc(C)cc2)CC1	7.4	2.8	-26.1	-0.6	1.3	8.9	-25.9	-1.5	3.1	0.0	4.7
COc1ccccc1-n1c(COc2ccccc2-c2ccccc2)nnc1SCC(=O)c1c(N)n(C)c(=O)n(C)c1=O	1.4	2.6	5.8	-3.3	-4.7	-37.5	-4.8	-0.2	-4.9	1.4	-9.5
CCN1CCN(C2CCCCC2NS(=O)(=O)c2ccccc2)CC1 (stereo unspecified)	10.9	1.1	-9.9	0.1	2.8	16.1	2.5	-2.1	-1.8	1.9	-1.8
CCc1[nH]nc2c1C(C(C)C)C(C#N)=C(N)O2 (stereo unspecified)	13.3	1.7	/	-0.8	1.2	-1.1	-3.0	-2.3	-11.1	1.3	-1.8
Cc1ccccc1CN(c1ccc(C(=O)N2CCc3ccccc3C2)cc1)S(C)(=O)=O	7.8	1.2	/	2.2	2.0	1.7	6.2	-1.5	10.7	2.2	-7.6
CCOC(=O)Nc1ccc(S(=O)(=O)Nc2nc(C)cc(C)n2)cc1	3.6	-0.1	15.0	1.6	-5.1	2.3	-3.0	-0.7	26.4	0.1	106.0
O=C(NCCc1ccc(Cl)cc1)c1cc(S(=O)(=O)N2CCCCC2)c[nH]1	-2.2	/	20.5	0.2	6.5	-12.0	3.6	0.4	5.2	3.4	213.7
C=CCn1c(N(C)C)nc2c1c(=O)[nH]c(=O)n2C	1.7	1.1	-2.2	-0.9	0.4	-5.8	2.0	-0.3	-1.7	-0.8	0.4
COC(=O)CCc1c(C)nn(-c2ccccc2)c1C	-8.4	3.6	20.5	0.6	-3.3	4.3	-3.1	1.6	-5.6	2.4	-2.7
O=C(CCl)Nc1ccc(S(=O)(=O)Nc2nccs2)cc1	0.2	2.1	3.0	-0.2	2.4	8.7	1.9	0.0	12.1	3.0	-13.1
CCOC(=O)[C@@H]1[C@H]2COc3cc(OC)ccc3[C@H]2N2C(=O)N(c3ccc(C(F)(F)F)cc3)C(=O)[C@]12C	-5.1	15.2*	35.0	9.1	10.1	-18.7	-6.6	0.9	-6.7	14.1*	7.9
c1cc2c3c(cccc3c1)NC1(CCCCC1)N2	16.5	4.1	-7.8	-1.2	-2.7	4.7	-1.5	-2.9	-4.6	-0.8	-17.4
CCN1C(=O)[C@H]2[C@@H](c3ccc(-c4cccc(Cl)c4)c(OC)c3)N[C@@](C)(C(=O)OC)[C@H]2C1=O	15.6	1.7	17.8	-4.0	-15.5	-10.9	-6.8	-2.7	11.3	-0.6	-0.6
O=C(CSc1nnc(-c2ccncc2)o1)Nc1cc(Cl)ccc1C(=O)O	16.9	2.4	-7.8	-0.4	7.4	-18.7	-2.2	-3.9	12.2	-0.2	-19.7
COC(=O)CN1C(c2cccc(Cl)c2)=Nc2ccc(Cl)cc2C1c1ccccc1 (stereo unspecified)	-0.1	1.7	12.2	0.7	3.5	4.4	1.6	0.0	5.0	-0.6	31.3
Cn1c(=O)c(NCCO)c2c3c(cccc31)C(=O)c1ccccc1-2	10.3	3.0	11.4	-2.2	-4.5	8.2	2.6	-1.9	0.2	-0.3	48.4
CC(c1ccc(C(C)(C)C)cc1)S(=O)CC(O)CO (stereo unspecified)	3.0	4.6	7.3	-2.1	1.1	15.5	-5.0	-0.6	4.1	-1.3	-2.4
